DNMT1 inh = inhibitors of human DNMT1. P26358. DNMT1 molecular beacon, Hinp1I cleavage, fluorescence. inhibition (reported as % activation of signal), % at 10 µM. 360,000 tested, 0.83% active. AID 588458; in the data active = inhibition above about 50%
Rpn11 block = inhibitors of human proteasome Rpn11 | calls only at 20 µM | human 26S proteasome, Ub4-pepOG fluorescence polarization; 20S core pre-blocked with epoxomicin | 360,000 tested, 0.59% active;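 active = inhibition at 20 µM, scaled to each plate's controls, above about 33%, limit read from the data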
Target sequence (O00487 whole entry, looked up): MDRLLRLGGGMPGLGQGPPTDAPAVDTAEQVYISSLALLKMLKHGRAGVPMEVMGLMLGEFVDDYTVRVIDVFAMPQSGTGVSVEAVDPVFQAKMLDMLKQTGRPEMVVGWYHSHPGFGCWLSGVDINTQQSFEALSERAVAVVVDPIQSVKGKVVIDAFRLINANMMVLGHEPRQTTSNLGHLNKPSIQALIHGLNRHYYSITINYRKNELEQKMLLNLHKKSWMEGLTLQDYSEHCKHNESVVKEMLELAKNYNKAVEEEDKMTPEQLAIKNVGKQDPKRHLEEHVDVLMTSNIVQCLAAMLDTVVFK
NRP1-CendR mod = alters CendR peptide binding to human NRP-1 | 360,000 tested, 0.85% active | O14786 | inhibition, % at 25 µM | FAM-RPARPAR peptide binding to NRP-1, fluorescence polarization | AID 602438;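 active = inhibition or corrected inhibition above about 18%, plus a signal ratio from 0.5 to 1.5, limit read from the data, passing the limit was not always enough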; note: strong numbers were not always called active
NadD inh = NadD (S. aureus) enzyme inhibition. purified NadD enzyme, colorimetric absorbance read-out. inhibition, % at 20 µM. 360,000 tested, 0.78% active. AID 602399; in the data active = inhibition above about 26%; note: some compounds past the cut are filed as inactive
SUMO1 PPI mod = alters human SUMO1 binding to SIM partners | inhibition, % at 20 µM | P63165 | SUMO1 binding to a labelled peptide, TR-FRET, 1 h | AID 602429 | 360,000 tested, 0.33% active; in the data active = inhibition above about 37%
Target sequence (P63165 whole entry, looked up): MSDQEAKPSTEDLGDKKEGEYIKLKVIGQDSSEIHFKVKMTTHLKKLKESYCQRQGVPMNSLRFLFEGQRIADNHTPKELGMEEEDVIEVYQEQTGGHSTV
SKN-1 block = blocks SKN-1 activity in C. elegans | C. elegans VP596 Pgst-4::GFP/RFP ratio, acrylamide-induced, 24 h | inhibition, % at 21.8 µM | 360,000 tested, 0.49% active;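 active = interference check ratio from 0.5 to 1.5 plus GFP to RFP signal ratio inhibition reaching or exceeding a fixed threshold, cut at about 30% in these data, passing the limit was not always enough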; note: some compounds called inactive have numbers as strong as hits
Scp1 inh = inhibitors of human Scp-1 phosphatase | Q9GZU7 | 340,000 tested, 0.88% active | AID 493091 | inhibition, % at 20 µM | Recombinant Scp1, phosphopeptide, malachite green phosphate absorbance;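 active = inhibition above about 50% at 20 µM, limit read from the data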;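 note: plate controls were DMSO wells with enzyme for no effect and wells lacking enzyme for full effect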
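System: SCP-1 catalytic domain; Reagent: Phospho 17-mer peptide substrate; Doses: one concentration, 20 µM, with 1.0% DMSO; Incubation: 45 min room-temperature reaction, 5 min colour, 30 min stabiliser; Signal: Phosphate-binding colour reagent, absorbance read at 630 nm.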
STEP block = STEP (human) phosphatase inhibition. inhibition, % at 20 µM. P54829. recombinant STEP, OMFP fluorogenic substrate, fluorescence. 360,000 tested, 0.25% active. AID 588621;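 active = inhibition at 20 µM, scaled per plate between control wells, above about 37%, limit read from the data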;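 note: 0% = DMSO with enzyme and substrate and 100% = substrate only without enzyme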
Target sequence (P54829 whole entry, looked up): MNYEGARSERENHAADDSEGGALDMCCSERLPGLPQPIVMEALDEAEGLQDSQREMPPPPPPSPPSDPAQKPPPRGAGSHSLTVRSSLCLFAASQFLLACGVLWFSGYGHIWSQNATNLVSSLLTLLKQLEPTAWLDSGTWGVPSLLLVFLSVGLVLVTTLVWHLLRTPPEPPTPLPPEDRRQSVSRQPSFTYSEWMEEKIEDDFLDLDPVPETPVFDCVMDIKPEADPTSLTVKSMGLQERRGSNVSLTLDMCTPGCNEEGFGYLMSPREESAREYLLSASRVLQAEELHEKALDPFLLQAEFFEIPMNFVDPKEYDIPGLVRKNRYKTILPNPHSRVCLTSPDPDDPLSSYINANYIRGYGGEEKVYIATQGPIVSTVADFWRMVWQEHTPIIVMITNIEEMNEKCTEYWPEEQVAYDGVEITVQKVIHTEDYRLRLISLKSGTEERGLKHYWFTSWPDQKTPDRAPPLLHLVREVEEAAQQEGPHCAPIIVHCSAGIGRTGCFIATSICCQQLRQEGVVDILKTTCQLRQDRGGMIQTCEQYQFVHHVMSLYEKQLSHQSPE
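medium = Bis-Tris buffer pH 6.0, 2.5 mM DTT, 0.005% Tween 20 | test system = STEP (striatal-enriched tyrosine phosphatase) enzyme, cell-free | measure = normalized % inhibition | compound dosing = 20 µM, 1% DMSO | also added = 25 µM OMFP | schedule = reaction 20 min, ambient temperature | measured by = fluorescence read at 480 nm ex / 540 nm em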
LMPTP inh = LMPTP (human) inhibition. P24666. recombinant LMPTP-A, OMFP fluorogenic substrate, fluorescence intensity. inhibition, % at 20 µM. 360,000 tested, 0.22% active;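 active = compounds that cut the enzyme signal by at least half of the control window in the single-dose screen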;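 note: plate controls were DMSO wells with enzyme plus substrate for no effect and substrate without enzyme for full effect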
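Buffer or medium: Bis-Tris pH 6.0, DTT, detergent; Assay system: LMPTP-A enzyme; Quantity: 0.625 nM enzyme; Detection: endpoint fluorescence intensity; Times: 50 min dark incubation at room temperature; Controls: substrate-only low control, DMSO enzyme-plus-substrate high control; Doses: single 20 µM dose; Read-out: percent inhibition versus substrate-only and uninhibited controls; Reagent: 400 µM OMFP.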
MT1-MMP act inh = inhibitors of human MT1-MMP activation | HT1080 RFP-PRO-GFP cells, GFP/RFP ratio fluorescence, overnight; percent of plate control window, DMSO zero | 360,000 tested, 0.061% active | GFP/RFP ratio change, % at 20 µM | P50281 | AID 651647;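 active = GFP/RFP ratio change of at least 30% with cell ATP level not reduced by more than half and red fluorescence within 50% of control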; note: strong numbers were not always called active
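Material – HT1080 RFP-PRO-GFP cells · Control set – DMSO wells and RFP-L50D-GFP cells · Incubation – overnight cell settling, then overnight compound exposure, 37 °C, 5% CO2 · Compound dosing – single-point 20 µM compound, 1% DMSO · Read-out – GFP/RFP fluorescence ratio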
An asterisk follows results filed as active; i = inactive; . = not tested or not shown.

Preview, 2 compounds:
Below each compound: DNMT1 inh	Rpn11 block	NRP1-CendR mod	NadD inh	SUMO1 PPI mod	SKN-1 block	Scp1 inh	STEP block	LMPTP inh	MT1-MMP act inh
1	CCOC(=O)c1cccc(Nc2ncnc3ccc(C)cc23)c1
    -2.6	i	-5.6	-0.3	0.5	-19.7	-8.5	0.4	1.2	-2.3
2	Cn1c(=O)c2c(-c3ccccc3)n(CCCN3CCOCC3)cc2n(C)c1=O
    -0.3	i	13.4	8.9	0.3	-9.4	1.0	-0.7	-6.1	-0.3

The listing, repeating the preview:
Below each compound: DNMT1 inh	Rpn11 block	NRP1-CendR mod	NadD inh	SUMO1 PPI mod	SKN-1 block	Scp1 inh	STEP block	LMPTP inh	MT1-MMP act inh
1	CCOC(=O)c1cccc(Nc2ncnc3ccc(C)cc23)c1
    -2.6	i	-5.6	-0.3	0.5	-19.7	-8.5	0.4	1.2	-2.3
2	Cn1c(=O)c2c(-c3ccccc3)n(CCCN3CCOCC3)cc2n(C)c1=O
    -0.3	i	13.4	8.9	0.3	-9.4	1.0	-0.7	-6.1	-0.3
3	CCN(CC)S(=O)(=O)c1ccc(N2CCOCC2)c(NC(=O)c2cc(-c3ccccn3)nc3ccccc23)c1
    -14.5	i	-9.6	19.8	-5.1	-1.5	1.6	-1.4	3.4	-11.8
4	Cc1ccc(Nc2c(-c3ccc(N(C)C)cc3)nc3ncccn23)cc1
    6.6	i	-10.7	6.1	0.4	10.4	-1.7	0.5	4.2	-28.7
5	COc1ccc(OC2(C)CCN(Cc3ccc(-c4ccccc4)o3)C2)cc1 (stereo not drawn)
    -1.7	i	-13.5	-4.2	2.9	-17.1	.	1.0	1.5	0.2
6	COc1ccccc1OCCn1cc(C(=O)c2ccco2)c2ccccc21
    -3.6	i	13.8	-3.5	-4.4	-6.9	-11.6	-1.3	2.5	3.0
7	Cn1cc(Cc2ccc(C(=O)NCc3ccccc3)cn2)c2ccccc21
    -8.7	i	-9.2	4.7	11.8	1.5	.	21.2	1.8	0.9
8	COC(=O)CCC(=O)Nc1sc2c(c1C#N)CCCC2
    -5.7	i	3.2	-5.2	3.3	4.4	0.5	-2.5	0.9	3.5
9	CC(C)(C)C1CCc2onc(C(=O)Nc3cccnc3)c2C1 (stereo not drawn)
    -1.3	i	-5.1	0.3	-3.1	-8.4	9.6	0.7	-0.7	-5.7
10	NC(=NCc1ccco1)NC(=O)c1ccccc1
    -0.6	i	-1.8	4.1	-1.0	-7.3	-8.8	0.7	-1.0	-0.5
11	CN(C)c1ccc(/C=N/n2c(C3CCCCC3)n[nH]c2=S)cc1
    1.9	i	5.2	3.9	-23.8	-19.9	10.7	5.6	0.2	-3.1
12	O=C(O/N=C1\CCS(=O)(=O)c2sccc21)c1ccccc1
    2.3	i	8.0	-3.0	-3.1	-2.5	1.0	-2.5	-0.3	3.7
13	COc1ccc(/C=C/C(=O)OCC(=O)Nc2ccc(OC)c(S(=O)(=O)N3CCCCC3)c2)cc1
    -6.0	i	5.1	-0.7	-10.6	-1.6	-16.7	-2.2	1.1	3.5
14	Cc1onc(-c2c(Cl)cccc2Cl)c1/C(N)=N/OC(=O)C1CC1
    -1.8	i	7.3	-4.8	2.1	-6.2	-2.2	-2.3	-0.2	1.4
15	N#Cc1nc(-c2ccco2)oc1N1CCN(c2ccccc2)CC1
    -1.3	i	3.7	1.2	-12.1	-6.8	-12.2	1.1	-1.1	4.0
16	CC1(C)CC(=O)C=C(c2ccc(Oc3ccccc3)cc2)C1=O
    2.6	i	6.7	-18.9	-28.6	5.4	.	5.3	1.2	0.2
17	CN(C)S(=O)(=O)N1C(=O)c2ccccc2C1=O
    9.1	i	4.5	-6.9	5.6	-5.0	-7.7	-1.4	-1.4	-2.8
18	Cc1sc(NC(=O)Cn2[nH]c(=O)c3ccccc3c2=O)nc1-c1ccccc1
    8.2	i	-31.8	26.2	7.1	10.3	1.6	5.0	1.6	-0.3
19	COc1nc2ccccc2nc1CCC(=O)O
    3.7	i	0.8	-0.6	-0.5	13.0	0.9	-1.9	-0.7	-4.6
20	Cc1nn(Cc2ccccc2Cl)c(Cl)c1/C=C/C(=O)OCC(=O)NC1CCS(=O)(=O)C1 (stereo not drawn)
    -0.7	i	-5.0	-2.0	0.9	13.0	-7.2	-4.4	0.8	-0.3

Screen by screen, as entered above.
Entries 12 to 17 in NRP1-CendR mod, in turn: 8.0, 5.1, 7.3, 3.7, 6.7, 4.5
Entries 12 to 17 in Scp1 inh, in turn: 1.0, -16.7, -2.2, -12.2, ., -7.7

Carrying on.
21: Cc1ccc(S(=O)(=O)Nc2c(C)nn(C)c2C)cc1C
22: CCOC(=O)C1=C(COC(=O)/C=C/c2cccc(OC)c2)NC(=O)NC1C (stereo not drawn)
23: CC1Oc2ccccc2C=C1/C=N\NC(=O)c1cccnc1 (stereo not drawn)
24: Cn1c(=O)oc2cc(S(=O)(=O)N3CCN(Cc4ccc5c(c4)OCO5)CC3)ccc21
25: Cc1cccnc1NC(=O)CN1C(=O)COc2ccc(Cl)cc21
26: O=C1N/C(=N\S(=O)(=O)Cc2ccccc2)S/C1=C/c1cccc([N+](=O)[O-])c1
27: COc1cccc(OC)c1OCCCCc1c(C)n[nH]c1C
28: CC(=O)c1sc(N/N=C\c2ccc(N(C)C)cc2)nc1C

assay / compound,21,22,23,24,25,26,27,28
DNMT1 inh,0.5,0.8,1.9,-4.6,3.5,2.4,2.7,-3.8
Rpn11 block,i,i,i,i,i,i,i,i
NRP1-CendR mod,0.9,-2.7,-2.1,-8.9,5.2,-15.4,5.5,-10.9
NadD inh,2.0,-1.0,-6.9,0.3,13.0,6.6,-5.8,-8.8
SUMO1 PPI mod,-0.2,-13.9,-17.1,1.3,3.1,-14.6,1.1,-8.4
SKN-1 block,5.1,-16.9,3.8,-5.0,15.4,-18.2,1.9,2.8
Scp1 inh,-2.3,-10.2,-7.3,-11.2,48.8,0.2,2.0,2.3
STEP block,-0.2,-2.2,-3.4,-2.1,-0.1,0.7,-2.2,2.9
LMPTP inh,-0.8,2.1,0.4,0.1,-1.9,-0.4,-2.2,-0.4
MT1-MMP act inh,-2.3,-0.9,4.4,-1.0,1.9,8.3,-4.4,-16.0

29: COc1ccc(N2C(=O)CCC(C(=O)NCCCN3CCC(C)CC3)C2c2ccc(OC)c(OC)c2)cc1 (stereo not drawn)
30: Cc1ccc2nc(-c3sc4nc(C)ccc4c3N)[nH]c2c1
31: Fc1ccc(-n2nnc(-c3ccccc3Br)n2)cc1
32: COc1cc(CCC(=O)OCC(=O)Nc2cccc(S(N)(=O)=O)c2)cc(OC)c1OC
33: COC(=O)C1=C(C)OC(N)=C(C#N)C1c1ccccc1F (stereo not drawn)
34: O=C(CN1CCC(n2nnc3cc(F)ccc32)CC1)NNC(=O)c1ccccc1
35: Oc1cccc(C=NNc2ccccn2)c1
36: CC(C)(C)c1cc(-c2ccco2)c(C#N)c(SCC#N)n1

assay / compound,29,30,31,32,33,34,35,36
DNMT1 inh,1.1,-11.8,-0.2,2.3,-2.6,-2.5,-6.0,3.1
Rpn11 block,i,i,i,i,i,i,i,i
NRP1-CendR mod,15.3,-2.6,-8.8,1.1,-14.3,-5.2,10.0,-1.7
NadD inh,-13.6,11.2,-0.9,-5.4,9.6,8.4,-2.1,-4.2
SUMO1 PPI mod,-4.1,-14.2,4.3,-1.1,2.9,-1.8,-9.3,0.1
SKN-1 block,-4.8,24.1,1.9,10.3,7.7,-1.9,9.6,10.3
Scp1 inh,3.6,-9.4,-2.4,-4.6,-7.3,-9.4,4.7,-9.3
STEP block,0.7,-4.4,-2.6,-3.8,-2.1,-5.2,3.3,-1.4
LMPTP inh,-2.3,0.9,-0.2,0.6,-1.5,-0.5,0.3,-0.2
MT1-MMP act inh,3.8,10.2,0.4,0.2,-7.4,-2.2,3.3,-6.6

37: CCCC1(C(=O)O)NC(c2cccc(OC)c2O)C2C(=O)N(c3ccccc3)C(=O)C21 (stereo not drawn)
38: C/C(=N/NC(=O)c1ccc(NC(=O)c2ccc(F)cc2)cc1)c1ccccc1
39: CC1CCN(c2nc(-c3ccncc3)nc3ccccc23)CC1
40: Cn1cc(NC(=O)Nc2ccc(C(F)(F)F)cc2)c(C(F)(F)F)n1
41: O=C1NCCN(Cc2cccc(Oc3ccccc3)c2)C1CC(=O)N1CCCO1 (stereo not drawn)
42: O=C(CNCC1CCCO1)Nc1ccccc1-n1cccc1 (stereo not drawn)
43: COc1ccc(-n2nc(C(=O)NCC(=O)N3CCCCCC3)c3ccccc3c2=O)cc1Cl
44: CC(O)(c1cccc(F)c1)c1nc(-c2cncnc2)cs1 (stereo not drawn)

assay / compound,37,38,39,40,41,42,43,44
DNMT1 inh,0.0,-4.5,0.2,2.4,-10.1,0.3,-2.6,4.3
Rpn11 block,i,i,i,i,i,i,i,i
NRP1-CendR mod,-3.5,13.6,-0.1,2.9,-2.5,9.6,6.6,-3.0
NadD inh,0.8,10.8,-2.1,-1.4,5.8,2.4,-1.3,-3.8
SUMO1 PPI mod,-1.2,5.5,-2.2,0.9,0.2,-4.0,-19.2,1.0
SKN-1 block,13.9,-23.4,8.7,7.3,-0.4,8.9,4.9,-3.4
Scp1 inh,-9.1,-2.2,5.5,-3.6,0.2,-7.7,-11.8,.
STEP block,-1.3,1.3,1.2,1.7,-1.4,1.9,0.9,-2.3
LMPTP inh,-0.4,0.3,5.4,0.9,0.0,-0.5,0.3,-2.2
MT1-MMP act inh,-2.6,-6.6,-12.5,-0.8,-0.1,3.5,2.8,0.2

Source: PubChem BioAssay
